Assay outcomes as filed in PubChem BioAssay.
DDE Tn6 FP inh: DD(E)-Tn6 binding inhibition, primary FP screen | inhibition, % at 8.3 µM | hit rate 0.21% among 370,000 | Fibrin DD(E) TRITC-Tn6 fluorescence polarization displacement | P02675;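 active means inhibition above a per-campaign cutoff: mean of compounds within control limits plus 3 SD, cut at about 15% in these data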;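 further: 0% = median of all compound wells on the plate and 100% = blocking peptide control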
Target sequence (P02675 whole entry, looked up): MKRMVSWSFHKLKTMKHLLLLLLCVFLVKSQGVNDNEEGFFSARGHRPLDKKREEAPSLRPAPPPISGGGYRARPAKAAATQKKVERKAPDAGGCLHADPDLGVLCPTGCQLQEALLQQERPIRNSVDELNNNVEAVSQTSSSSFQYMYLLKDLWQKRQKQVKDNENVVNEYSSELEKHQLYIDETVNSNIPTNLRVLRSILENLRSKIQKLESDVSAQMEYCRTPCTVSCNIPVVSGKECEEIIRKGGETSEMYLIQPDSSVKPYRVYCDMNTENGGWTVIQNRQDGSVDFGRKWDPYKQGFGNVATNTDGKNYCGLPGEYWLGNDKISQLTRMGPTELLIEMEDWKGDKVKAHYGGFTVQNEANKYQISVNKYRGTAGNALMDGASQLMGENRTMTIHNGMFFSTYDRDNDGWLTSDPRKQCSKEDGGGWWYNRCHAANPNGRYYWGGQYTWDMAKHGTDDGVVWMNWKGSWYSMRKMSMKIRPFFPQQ
ADAM10 inh: ADAM10 inhibition, QFRET primary screen | O14672 | recombinant ADAM10, EDANS/DABCYL FRET peptide cleavage, 3 h | inhibition, % at 7 µM | hit rate 0.62% among 370,000;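 active means inhibition above a per-campaign cutoff equal to the mean of compounds falling between control-based bounds plus 3 SD, cut at about 20% in these data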;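 further: 0% = DMSO wells while the 100% control is not disclosed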
KLK7 zymogen act: activates the human kallikrein-7 zymogen. P49862. purified proKLK7, EDANS-DABCYL substrate fluorescence; 100% is mature enzyme control, 0% vehicle. activation, % at 7 µM. hit rate 0.9% among 370,000. AID 652039;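 active means activation above the mean of all tested compounds plus 3 SD, computed per campaign excluding outliers beyond control limits, cut at about 13% in these data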
DDE Tn7 FP inh: inhibitors of Tn7 peptide binding to human fibrin DD(E); P02675; FP displacement of FITC-Tn7 peptide from fibrin DD(E); 0% = median of compound wells per plate; inhibition, % at 8.3 µM; hit rate 0.13% among 370,000;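 active means inhibition above the mean of compounds falling within the control limits plus 3 SD of them, cut at about 14% in these data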;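 further: 0% = plate median of compound wells and 100% = 10 µM Aha-Tn7 peptide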
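Test system – human fibrin DD(E) · Times – 10 min preincubation, 3 h with tracer, room temperature · Detection – fluorescence polarization of the labelled Tn7 tracer · Measure – percent inhibition normalized to high-control wells · Benchmarks – high control wells with 10 µM unlabelled Aha-Tn7 peptide (full inhibition) · Repeats – singlicate testing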
LEDGF integ inh: blocks HIV-1 LEDGF/p75-dependent DNA integration | TR-FRET IN-LEDGF/p75 DNA integration, Eu/Cy5 | inhibition, % at 3.7 µM | hit rate 0.64% among 370,000;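 active means inhibition above the screen-wide mean plus 3 SD, cut at about 13% in these data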;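 further: signal is the Cy5 over europium emission ratio at 671 and 618 nm; 0% = plate median of compound wells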
PLC-gamma1 inh: inhibitors of human phospholipase C gamma1; P19174; purified PLC-gamma1, fluorogenic substrate, fluorescence; inhibition, % at 12.2 µM; hit rate 0.84% among 370,000; in the data active means inhibition above about 9.5%
ASAP1 inh: blocks human ASAP1-stimulated Arf1 GTP hydrolysis | Q9ULH1 | GDP FP detection | inhibition, % at 16.5 µM | hit rate 0.19% among 360,000 | AID 624377; in the data active means inhibition above about 25%;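 further: 0% = vehicle with enzyme and substrate and 100% = no enzyme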
Target sequence (Q9ULH1 325-724 limits assumed): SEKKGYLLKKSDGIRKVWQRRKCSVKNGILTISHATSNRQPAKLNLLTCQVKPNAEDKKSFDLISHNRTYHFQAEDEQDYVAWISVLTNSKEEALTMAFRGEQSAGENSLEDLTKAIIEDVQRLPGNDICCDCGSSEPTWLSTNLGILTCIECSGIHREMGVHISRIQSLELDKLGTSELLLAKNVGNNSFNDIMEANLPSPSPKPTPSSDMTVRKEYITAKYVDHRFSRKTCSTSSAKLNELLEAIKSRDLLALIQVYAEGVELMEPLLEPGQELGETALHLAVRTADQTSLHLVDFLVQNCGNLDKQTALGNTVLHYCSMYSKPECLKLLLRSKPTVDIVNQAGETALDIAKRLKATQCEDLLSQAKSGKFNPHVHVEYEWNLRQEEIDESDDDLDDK
ARFGAP1 inh: inhibitors of rat ARFGAP1. Q62848. Arfgap1-stimulated ARF1 GTP hydrolysis, GDP FP detection. inhibition, % at 16.5 µM. hit rate 0.26% among 360,000. AID 651572;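 active means inhibition above a per-plate limit, mean inhibition of low control wells plus 3 SD, cut at about 25% in these data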;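 further: 0% = DMSO wells with enzyme and 100% = wells lacking Arfgap1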
Target sequence (Q62848 1-136 limits assumed): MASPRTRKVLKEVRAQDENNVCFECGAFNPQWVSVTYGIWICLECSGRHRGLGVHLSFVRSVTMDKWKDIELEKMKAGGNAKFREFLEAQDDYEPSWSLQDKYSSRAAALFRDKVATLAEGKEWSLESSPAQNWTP
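System: truncated rat Arfgap1 GAP domain / Benchmarks: high control wells lacking Arfgap1, low control full reaction with DMSO / Times: compound-enzyme preincubation 20 min, reaction 120 min, detection 60 min, 25 °C / Repeats: one replicate per compound / Also added: human ARF1(Δ1-17)-GTP substrate / Measured by: Tracer-displacement fluorescence polarization with EDTA stop, 620/688 nm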
TDP2 inh: blocks human TDP2 phosphodiesterase activity | inhibition, % at 12.8 µM | hit rate 0.34% among 370,000 | recombinant TDP2, T5PNP hydrolysis, p-nitrophenol absorbance 415 nm;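 active means inhibition above the mean of all tested compounds plus 3 SD, set per campaign, cut at about 25% in these data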;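 further: 0% = DMSO with enzyme and 100% = buffer with substrate but no TDP2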
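Incubation: 2 h at 37 °C; Test system: recombinant human TDP2; Quantity: enzyme 120 nM; Read-out basis: percent inhibition; Medium: 50 mM Tris-HCl pH 7.5 with Mg2+, KCl, DTT, BSA; Repeats: single replicate; Compound: 12.8 µM single point, 1% DMSO; Signal: epi absorbance; Reagent: 5 mM T5PNP chromogenic substrate; Benchmarks: no-enzyme high, DMSO-plus-enzyme low.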
ADAM17 inh: ADAM17 inhibition, QFRET primary screen | recombinant ADAM17, EDANS/DABCYL FRET peptide cleavage | inhibition, % at 6.95 µM | hit rate 0.83% among 370,000 | AID 720648;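 active means inhibition above the mean of compounds lying between control limits plus 3 SD, set per campaign, cut at about 8.5% in these data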;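 further: 0% = DMSO-only wells as the low control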
* marks the source's active call; other numbers are inactive results; i = inactive; . = not tested or not shown.

SMILES	DDE Tn6 FP inh	ADAM10 inh	KLK7 zymogen act	DDE Tn7 FP inh	LEDGF integ inh	PLC-gamma1 inh	ASAP1 inh	ARFGAP1 inh	TDP2 inh	ADAM17 inh
NC(=S)Nn1c(-c2ccccc2)nc2ccccc2c1=O	-2	2	0.1	3	2	3	-15	12	7	2
CCC(C)Nc1nc(N)c([N+](=O)[O-])c(N2CCCCCC2)n1 (stereo unspecified)	-4	2	-0.8	0	-5	3	4	10	-7	-2
CSc1ccc(CNCC(O)c2ccccc2)cc1 (stereo unspecified)	2	0	0.4	-8	2	1	3	3	23	-1
Cc1cccc(-n2ccnc2SCC(=O)Nc2cc(C)on2)c1	-8	-2	-0.2	3	-2	0	1	7	-8	-8
CC(=O)N1N=C(c2ccc(Cl)cc2)OC1c1ccc(C(C)C)cc1 (stereo unspecified)	3	1	-0.2	1	-1	1	-6	8	-11	1
CCCn1c(-c2ccccc2)cc(SC)c(C#N)c1=O	-4	-8	0.8	0	-2	-3	5	7	3	0
CC1CCN(S(=O)(=O)c2ccc([N+](=O)[O-])cc2)CC1	-3	3	-0.1	-3	2	5	4	3	-13	0
CC(=O)N(C)C[C@@H]1Oc2cc(Br)ccc2S(=O)(=O)N([C@H](C)CO)C[C@@H]1C	-3	-8	-0.7	-4	-1	2	-5	-7	9	-5
COc1ccc(CCNC(=O)C(C)OC(=O)c2ccco2)cc1OC (stereo unspecified)	1	-10	0.7	-4	2	-1	14	8	-5	-5
O=C(NCCc1ccccc1)C(=S)N1CCCCC1	2	0	-0.9	-8	2	0	2	3	-11	-3
CCCCCCCCCNC(=O)[C@H](NC(=O)COc1ccccc1)[C@@H]1NC(C(=O)OC)C(C)(C)S1 (stereo partly specified)	-5	3	-0.3	-1	-1	0	1	-2	-5	1
CS(=O)(=O)N(CC(=O)NCCSCc1ccco1)c1ccc2c(c1)OCO2	-4	-3	0.2	0	-7	2	8	6	-1	-4
CCOc1cc(C2NC(=S)NC(C)=C2C(=O)Nc2ccccc2)ccc1O (stereo unspecified)	-1	-14	-0.3	3	-1	-9	1	-1	-3	-6
COc1ccccc1Nc1nnc(SCC(=O)Nc2cc(C)on2)s1	0	1	0.1	-2	0	5	-5	-11	-4	-2
Cc1ccc(NC(=O)C2CCCN2c2nn3c(=O)cc(C)nc3s2)cc1 (stereo unspecified)	3	-2	0.5	9	3	2	-7	3	5	1
CCOC(=O)c1[nH]c2ccc(OC)cc2c1NC(=O)OC	-2	-211	5.8	-5	1	-274	15	4	6	-70
CCCNC(=O)N1[C@@H](CO)[C@H](c2ccc(C3=CCCC3)cc2)[C@@H]1CN(CC)S(=O)(=O)c1ccccc1[N+](=O)[O-]	8	4	0.2	4	-1	-7	.	.	0	2
Cn1c(CO)cnc1SCC(=O)c1ccc(F)cc1	-7	-7	0.1	-10	2	3	-1	2	3	0
Cc1ccc(C)[n+](CC(=O)N2CCCCC2)c1	3	-9	0.3	10	3	0	3	-5	-9	-2
CC(O)(CS(=O)(=O)Cc1ccccc1)C(=O)Nc1cccc(C(F)(F)F)c1 (stereo unspecified)	3	0	-0.4	-3	0	-3	2	13	4	-1
CCOc1ccc(S(=O)(=O)N2CCOCC2)cc1NC(=O)Cc1c(F)cccc1Cl	-3	-14	0.0	7	-4	-1	-3	4	-3	-4
O=C(OCCCN1CCC2(CCCCC2)C1=O)c1ccccc1	3	-9	0.0	-4	-5	0	.	.	-5	-1
COc1cc2c(cc1OC)CN(C(=O)c1cccs1)CC2	-13	-10	-0.2	-1	-3	-4	1	1	6	-7
CC(C)Cn1c2c(c(O)c(C(=O)Nc3ccc(F)cc3)c1=O)CCCC2	16*	-6	-0.1	-3	-2	1	4	-4	-4	-2
Cc1ccc2nc(N/C(=N/S(=O)(=O)c3ccc(F)cc3)c3ccccc3)sc2c1	3	2	0.1	-1	1	-10	13	-10	10	0

Reprinted from the part before: 3 entries, then new ones.
SMILES	DDE Tn6 FP inh	ADAM10 inh	KLK7 zymogen act	DDE Tn7 FP inh	LEDGF integ inh	PLC-gamma1 inh	ASAP1 inh	ARFGAP1 inh	TDP2 inh	ADAM17 inh
COc1cc2c(cc1OC)CN(C(=O)c1cccs1)CC2	-13	-10	-0.2	-1	-3	-4	1	1	6	-7
CC(C)Cn1c2c(c(O)c(C(=O)Nc3ccc(F)cc3)c1=O)CCCC2	16*	-6	-0.1	-3	-2	1	4	-4	-4	-2
Cc1ccc2nc(N/C(=N/S(=O)(=O)c3ccc(F)cc3)c3ccccc3)sc2c1	3	2	0.1	-1	1	-10	13	-10	10	0
CC(=O)N(C)c1ccc(NS(=O)(=O)Cc2ccccc2)cc1	-3	-5	0.1	-1	-1	-2	5	-7	-2	-4
CCCN1C(=O)SC(CC(=O)Nc2cccc3ccccc23)C1=O (stereo unspecified)	3	4	-0.9	3	4	-4	-1	11	-7	-6
O=C(CCc1nc2cccnc2n1Cc1ccccc1)NCCc1ccc(Cl)cc1	0	3	-0.1	1	-1	1	-6	-7	6	-2
COc1ccc(-n2ncc3c2CC(C)(C)CC3NC(=O)CCN2CCCCC2=O)cc1 (stereo unspecified)	8	-5	0.5	-7	-1	-1	9	2	4	-3
COc1cccc(-c2nc(CS(=O)CC(=O)NC3CC3)c(C)o2)c1 (stereo unspecified)	5	-3	0.2	-2	1	2	4	-1	10	0
Cc1cc(C(=O)COc2ccccc2C(N)=O)c(C)n1C1CC1	-4	-2	0.8	2	-2	-2	12	-4	0	-2
CC(OC(=O)Cn1cnc2c1c(=O)n(C)c(=O)n2C)C(=O)N(C)c1ccccc1 (stereo unspecified)	-7	4	-0.3	8	5	1	-7	5	7	2
NC(=NCCc1ccccc1)NS(=O)(=O)c1cccs1	-4	-5	-0.3	4	-4	-1	3	0	0	-3
Cc1ccccc1OCCC(=O)OCC(=O)Nc1ccc2[nH]c(=O)[nH]c2c1	5	2	-0.1	5	-4	-3	-4	6	0	-6
O=C1CSC(c2ccc(F)cc2)N1c1c(F)cccc1F (stereo unspecified)	-3	8	0.4	0	5	3	0	-1	1	2
O=C(CCCCn1ccc(=O)[nH]c1=O)Nc1ccc(O)c(C(=O)O)c1	0	-85	0.3	-16	1	-27	-6	-1	3	-25
O=C(Nc1cccc([N+](=O)[O-])c1)c1ccncc1	-1	-4	0.2	0	-5	4	-7	5	9	-3
CC1(C)CC(=O)c2c(-c3cccs3)n[nH]c2C1	7	-74	1.1	0	2	-27	5	4	-1	-20
Cc1cc(C)n2ncc(/C(N)=N/OC(=O)Nc3ccccc3)c2n1	3	-5	0.5	-1	-6	-2	-8	-4	-8	-1
CCCN1CCN(S(=O)(=O)c2ccc3c(c2)NC(=O)C(C)C(=O)N3)CC1 (stereo unspecified)	3	-9	-0.1	-5	-2	2	-3	-12	-5	-2
COc1ccc(C2C3=C(CC(C)(C)CC3=O)N(C)C3=C2C(=O)CC(C)(C)C3)cc1	0	i	35*	-1	1	-480	8	7	-12	-307
Cc1ccc(NC(=O)CCC(=O)c2ccc(Br)cc2)cc1	-1	4	-0.5	5	-4	-1	-4	-9	3	-1
COc1ccc(C(CNC(=O)c2ccc(C)o2)N2CCOCC2)cc1 (stereo unspecified)	2	2	-0.5	0	2	2	2	-7	-18	-4
Cc1cccc(C(C(=O)NC2CCCC2)N(Cc2cccnc2)C(=O)c2csnn2)c1 (stereo unspecified)	10	-4	-0.4	5	2	1	-7	-5	18	0
Cc1cc(C)cc(OCC(O)Cn2nc(C)cc2C)c1 (stereo unspecified)	-2	7	0.3	-4	7	6	-1	8	-7	-1
CCCOc1ccc(C2CC(=O)Nc3cc(OC)c(OC)cc32)cc1 (stereo unspecified)	9	6	-0.6	-4	2	-1	12	-7	-1	-1
CCC1(c2ccccc2)SCC(c2ccccc2)=NC1=O (stereo unspecified)	5	9	0.2	1	0	1	-11	9	-2	2
O=C(/C=C/c1ccc(S(=O)(=O)N2CCOCC2)cc1)NCCc1ccc(C(F)(F)F)cc1	3	-2	-0.1	-5	-1	1	-19	-3	-11	0
Cc1c(-c2ccn[nH]2)cc(NC(=O)c2ccc(Cl)cc2)c(=O)n1N	-6	-7	0.6	-8	3	-13	-3	9	6	-3
CCn1c(SCC(=O)Nc2ccc(S(=O)(=O)Nc3cc(C)nc(C)n3)cc2)nc2sc(C)c(C)c2c1=O	2	-3	0.8	-3	1	0	.	.	5	1

The list goes on.
SMILES	DDE Tn6 FP inh	ADAM10 inh	KLK7 zymogen act	DDE Tn7 FP inh	LEDGF integ inh	PLC-gamma1 inh	ASAP1 inh	ARFGAP1 inh	TDP2 inh	ADAM17 inh
CCc1sc(C(=O)Nc2ccc(NC(C)=O)cc2)cc1C	-8	-5	0.2	0	-2	-8	-9	-1	-2	1
CCOc1ccccc1/C=N/Nc1ccc(Cl)nn1	-1	-9	-0.1	0	-5	-4	-3	1	-5	-5
CC(=O)Nc1cc(-c2cccc(C(=O)NCCN(C)C)c2)cn2c(-c3ccccc3)cnc12	3	-14	-0.6	-2	1	-13	-4	-11	2	-4
CC(=O)Nc1ccc(NC(=O)COC(=O)Cc2cccs2)cc1	-8	-1	-0.1	-3	-1	2	6	5	7	-2
COc1ccc2c(=O)c(C(=O)NCCc3ccccc3)c[nH]c2c1	-9	1	0.4	1	-1	1	2	7	4	-3
COc1ccc(CCNC(=O)CCN2C(=O)[C@@H]3Cc4ccccc4CN3C2=O)cc1OC	2	2	-0.1	-1	4	2	9	0	-3	-1
COc1ccc2c(c1)C(=O)N(c1ccccc1OC)C(=O)C2(C)C	-1	-2	-0.7	-1	-1	-4	10	-15	4	-1
Cc1ccccc1Cn1cc(CN2[C@H](C)COc3cc(Br)ccc3S2(=O)=O)nn1	7	3	0.8	1	-2	0	.	.	-6	1
CCOC(=O)c1cc2c(C)n(-c3ccc(C)cc3)c(C)c2ccc1=O	-1	-4	0.8	2	1	-44	-12	13	0	-3
CC1CN(C(=O)Nc2ccccc2)c2ccccc2-[n+]2ccsc21 (stereo unspecified)	-4	-7	-0.1	8	-3	-1	8	2	5	-6
Nc1nc(-c2cccnc2)nn1C(=O)Cc1ccccc1	-7	-10	0.5	-4	3	-2	-11	-17	2	-4
O=C(Cc1c(F)cccc1Cl)NC1=NCCS1	2	5	0.3	-13	0	3	-3	1	-1	1
Cc1c(NS(=O)(=O)c2ccc([N+](=O)[O-])cc2)c(=O)n(-c2ccccc2)n1C	1	11	-0.5	3	-3	2	15	1	-12	-4
